C2C12 statin: suppressors of simvastatin-induced myotoxicity in C2C12 myotubes; ATP luminescence, 48 h; scaled: DMSO 0, geranylgeraniol control 100; rescue of ATP level, % at 7.49 µM; 330,000 compounds, 0.78% hits; AID 602340;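 active = mean ATP rescue above about 67%, or every replicate alone reaching that limit, limit read from the data, passing the limit was not always enough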;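 note: myotubes were challenged with 10 µM simvastatin during compound exposure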
LGR2 inh: blocks bursicon-induced cAMP signaling via Drosophila LGR2; HEK293 LGR2, CRE-luciferase, bursicon-stimulated, 4 h; inhibition, % at 9.99 µM; 380,000 compounds, 0.35% hits; AID 720647;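 active = drop in luminescence signal, shown as inhibition above about 50% in the replicate tests, limit read from the data, passing the limit was not always enough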;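 note: agonist challenge used bursicon conditioned medium at about half maximal strength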
S100A4 MyoIIA: S100A4-myosin IIA interaction inhibition; P26447; S100A4/TAMRA-MyoIIA peptide fluorescence polarization; inhibition, % at 10.7 µM; 360,000 compounds, 0.14% hits;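 active = mean inhibition of at least 70% across replicates, with every replicate also reaching that level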
Target sequence (P26447 whole entry, looked up): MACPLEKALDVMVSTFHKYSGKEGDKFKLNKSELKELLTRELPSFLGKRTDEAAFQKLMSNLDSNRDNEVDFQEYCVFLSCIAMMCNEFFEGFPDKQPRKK
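Material: human S100A4 monomer with TAMRA-labelled myosin IIA peptide; buffer or medium: HEPES pH 7.2 with CaCl2, KCl, NaCl, DTT, Triton; compound dosing: one concentration per compound; schedule: 5 min incubation before reading; benchmarks: neutral control DMSO, positive control TFP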
SIRT5 block: blocks human SIRT5 desuccinylation of peptide. Q9NXA8. inhibition, % at 15 µM. Purified SirT5, succinyl-peptide AMC, trypsin-coupled fluorescence. 330,000 compounds, 1.1% hits; in the data active = inhibition above about 15%
Target sequence (Q9NXA8 whole entry, looked up): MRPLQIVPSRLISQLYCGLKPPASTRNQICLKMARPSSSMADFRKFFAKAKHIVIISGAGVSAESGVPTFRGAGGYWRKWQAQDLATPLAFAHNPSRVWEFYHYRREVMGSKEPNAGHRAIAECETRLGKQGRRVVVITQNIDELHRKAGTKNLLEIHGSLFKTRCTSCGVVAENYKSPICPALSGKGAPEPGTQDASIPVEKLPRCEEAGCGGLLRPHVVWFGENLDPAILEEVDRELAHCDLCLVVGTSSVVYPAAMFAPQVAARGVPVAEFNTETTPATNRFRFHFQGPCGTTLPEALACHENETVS
esBAF inh: inhibitors of esBAF chromatin remodeling in mouse ES cells | Bmi1-luciferase knock-in reporter, 24 h; 100% = twice the neutral-well signal | reporter increase, % at 12.5 µM | 350,000 compounds, 2% hits | AID 602393; in the data active = activation above about 40%;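 note: 0% = median of the plate's neutral control wells and 100% = double that signal; a rise in the Bmi1 reporter signal indicates esBAF inhibition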
Casp6 inh: inhibitors of human caspase-6; inhibition, % at 12.5 µM; P55212; 350,000 compounds, 0.53% hits; AID 686996; purified caspase-6, Z-VEID-R110 cleavage fluorescence;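 active = mean inhibition across replicates at least about 35%, with every replicate also reaching that limit, limit read from the data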;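 note: 0% = median of neutral control wells and 100% = no fluorescence left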
Target sequence (P55212 24-179 limits assumed): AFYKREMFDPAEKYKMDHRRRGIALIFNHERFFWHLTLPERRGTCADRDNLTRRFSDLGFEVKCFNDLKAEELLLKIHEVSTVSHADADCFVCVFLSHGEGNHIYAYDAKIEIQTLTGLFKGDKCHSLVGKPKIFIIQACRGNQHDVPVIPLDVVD
Target sequence (P55212 194-293 limits assumed): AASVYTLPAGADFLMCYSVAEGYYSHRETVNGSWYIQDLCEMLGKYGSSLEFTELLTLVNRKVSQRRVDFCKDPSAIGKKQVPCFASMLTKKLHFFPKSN
FN deposit inh: fibronectin deposition inhibition. inhibition, % at 12.6 µM. 350,000 compounds, 0.086% hits. AH1F fibroblasts, Alexa488-fibronectin deposition fluorescence, overnight;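 active = mean inhibition across replicates of 30% or more, regardless of how many single replicates reach that level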;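 note: positive control wells lacked labelled fibronectin entirely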
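Test system: AH1F fibroblast monolayer depositing Alexa488-labelled fibronectin into matrix. Input: 10000 cells per well. Technique: fluorescence, ex 485 nm, em 525 nm. Buffer or medium: DMEM plus 2% serum, read in PBS. Timing: 1 h cell adhesion before compound, then overnight fibronectin incubation. Compound: single dose, pinned. Read-out basis: inhibition from reduced deposited-fibronectin fluorescence.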
Numbers without * were called inactive; / = no result given. Only part of the results is shown; count on the stated rates, not on these rows.

Results follow in this order: C2C12 statin | LGR2 inh | S100A4 MyoIIA | SIRT5 block | esBAF inh | Casp6 inh | FN deposit inh
1	CC(C)c1nnc(NC(=O)CS(=O)(=O)c2ccccc2)s1
  15.9 | 2.0 | -1.1 | 1.3 | 1.8 | 3.0 | -1.2
2	COc1ccc(NC(=O)CN(C)C(=O)c2cc(-c3ccc(C)o3)nc3ccccc23)cc1
  / | -21.4 | 0.2 | -1.9 | / | 4.7 | 3.3
3	CC(=O)N(C(C)=O)c1nc(-c2ccccc2)cn1/N=C/c1ccccc1
  / | -3.2 | -2.2 | 0.8 | / | -3.6 | 1.2
4	Cc1ccc(S(=O)(=O)Cc2ccc(C(=O)N3CCCCCC3)o2)cc1
  3.8 | -6.4 | 1.1 | / | 5.2 | 6.5 | 1.3
5	CCCCN(C(C)=O)c1c(CC)nc2ccc(C(=O)Nc3cccc(OCC(=O)N(C)C)c3)cn12
  -11.9 | 23.5 | 1.5 | / | -7.0 | -0.7 | -1.7
6	COc1ccccc1S(=O)(=O)N1CCn2cccc2C1C (stereo not drawn)
  -1.0 | 3.9 | -4.0 | 3.0 | -0.8 | -1.1 | 5.1
7	CS(=O)(=O)c1ccc(Cl)c(NC(=O)CSc2nc3ccccc3c(=O)n2Cc2ccco2)c1
  / | -2.8 | 1.8 | -0.3 | / | -0.2 | 6.9
8	O=C(Nc1ccc2c(c1)OCO2)N1C[C@@H]2N[C@H](C1)C2c1ccc(-c2ccccc2)cc1 (stereo partly drawn)
  / | 14.0 | 34.4 | 1.6 | / | / | 2.5
9	COc1ccccc1C(=O)NCCC(=O)Nc1ncccc1O
  -4.2 | -12.6 | -0.8 | 0.7 | -6.2 | -3.9 | 3.2
10	O=C(CSc1nnnn1C1CCCC1)Nc1ccc2c(c1)OCO2
  -8.8 | -0.4 | / | / | -2.1 | / | /
11	CC(NC(=O)c1ccccc1SCC(=O)N1CCCC1)c1ccc(F)cc1 (stereo not drawn)
  8.4 | 13.5 | -2.5 | -8.4 | -3.2 | -0.5 | 1.8
12	CCOC(=O)N1CCN(C(=O)CSCc2ccc(Br)cc2)CC1
  / | -3.0 | -4.9 | -0.6 | / | -0.3 | -9.6
13	OC1CCCN(c2c3c(nc4cc(-c5cccc(F)c5)nn24)CCCC3)C1 (stereo not drawn)
  / | -52.9 | 3.3 | 2.4 | / | 1.5 | 11.7
14	Cn1cnnc1SCC(=O)Nc1sccc1C#N
  -15.1 | -11.5 | 10.9 | -2.2 | -9.0 | -2.8 | /
15	COc1ccc(C2C(C(=O)O)CCC(=O)N2c2ccc(C)cc2)cc1OC (stereo not drawn)
  0.5 | -5.4 | -0.6 | -1.4 | -7.6 | -0.4 | 3.8
16	COc1ccccc1-n1c(SCC(=O)N2CCCC2)nnc1-c1ccccc1
  11.2 | -0.5 | -9.2 | -5.9 | 0.3 | 2.4 | 2.1
17	COc1ccc(/C=N/NC(=S)Nc2ccccc2)cc1COc1cccc(C)c1C
  / | -4.3 | 11.6 | 1.5 | / | -12.0 | -4.3
18	O=S(=O)(Nc1ccc(-c2ccc3nncn3n2)cc1)c1ccc(Cl)s1
  / | -1.9 | -3.8 | 2.0 | / | 3.7 | 8.5
19	Cn1c(=O)oc2cc(S(=O)(=O)NCc3cccnc3)ccc21
  / | -9.3 | 0.2 | 0.3 | / | -1.6 | -9.4
20	CC(C)NC(=O)Nc1ccc2c(c1)C(=O)N([C@H](C)CO)C[C@@H](C)[C@@H](CN(C)C(=O)Nc1ccc(C(F)(F)F)cc1)O2
  -26.7 | 1.8 | 10.8 | -0.6 | -2.1 | 0.8 | /
21	CC(C)Oc1cc(NC(=O)CS(=O)CC(=O)Nc2cccc(C(F)(F)F)c2)c(Cl)cc1Cl (stereo not drawn)
  2.3 | 5.8 | -1.7 | -6.2 | -3.1 | 0.2 | /
22	CCNC(=O)[C@@H]1[C@@H](CO)[C@@H]2Cn3c(ccc(C4=CCCCC4)c3=O)[C@H]1N2CCC(F)(F)F
  / | -1.2 | 18.3 | -24.1 | / | -2.5 | /
23	COc1cccc(NC(=O)N[C@@H]2C=C[C@@H](CC(=O)N3CCCCC3)O[C@H]2CO)c1
  2.0 | 4.7 | 1.2 | -2.7 | -1.9 | 3.0 | /
24	CCC(C)N(C(=O)Cn1c(=O)cnc2ccccc21)C1CCS(=O)(=O)C1 (stereo not drawn)
  0.6 | -3.3 | 3.2 | 0.1 | 0.8 | 1.1 | -2.7
25	COc1ccc(S(=O)(=O)N2CCOCC2)cc1NC(=O)c1cc(C)oc1C
  -3.3 | -6.1 | -10.6 | -1.4 | -2.7 | 2.1 | -1.9
26	COc1cccc(C2CC(c3cccs3)=NN2S(C)(=O)=O)c1 (stereo not drawn)
  / | -15.0 | -1.7 | 0.8 | / | -1.3 | -5.6
27	CC(C)NC(=O)NNC(=O)c1nn(-c2ccc(F)cc2)ccc1=O
  / | 2.6 | 0.2 | 22.2* | / | 0.4 | 0.0
28	CC1CC(C)CN(CCCNC(=O)CN2C(=O)COc3ccc(S(=O)(=O)N4CCOCC4)cc32)C1 (stereo not drawn)
  2.0 | 1.5 | -1.3 | -1.5 | -1.5 | -13.0 | 3.9
29	CCC(=O)N1C[C@H](C)[C@H](OC)CN(C)C(=O)c2ccc(NC(=O)c3ccccc3)cc2OC[C@H]1C
  3.9 | -1.7 | / | / | -2.1 | / | -2.3
30	N#Cc1cccc(NC(=O)CCNC(=O)c2ccccc2Cl)c1
  -4.9 | 2.2 | -4.1 | -1.4 | -3.8 | -1.3 | -9.7
31	NS(=O)(=O)c1ccc2nc(NC(=O)Nc3ccc(F)cc3)sc2c1
  4.5 | -44.8 | -10.7 | 5.3 | 16.6 | 8.5 | 4.5
32	CCCc1cc(NCCOCCO)n2c(nc3ccccc32)c1C#N
  -10.2 | 4.3 | 9.2 | / | 8.5 | -1.8 | -1.7
33	Cc1ccccc1NC(=O)C(=Cc1ccc(C(=O)O)cc1)C(=O)Nc1ccccc1C
  / | 26.7 | -2.4 | 0.1 | / | 8.5 | /
34	O=C(CNS(=O)(=O)c1c(F)cccc1F)NC1CCCc2ccccc21 (stereo not drawn)
  -2.4 | 4.2 | -1.3 | / | -4.9 | 0.2 | 0.5
35	C[C@@H](NC(=O)C[C@@H]1CC[C@H](NC(=O)CN2CCOCC2)[C@H](CO)O1)c1ccccc1
  2.3 | 4.2 | 2.1 | -1.2 | 3.9 | 2.9 | 2.0
36	COC(=O)C1=CCCCC(O)=C1C(=O)OC
  / | -10.4 | -5.0 | -2.9 | / | -1.1 | /
37	C[C@@H]1CN([C@@H](C)CO)C(=O)c2cc(NC(=O)CCC(F)(F)F)ccc2O[C@@H]1CN(C)Cc1ccc(Oc2ccccc2)cc1
  / | -9.2 | -4.0 | 8.9 | -2.2 | 0.4 | /
38	O=C(Nc1ccc2c(c1)OCO2)C1CCN(c2ccc(S(=O)(=O)N3CCOCC3)cc2)CC1
  0.8 | 2.9 | / | / | 23.4 | / | 7.0
39	O=C(COC(=O)c1ccccc1[N+](=O)[O-])NC(=O)c1ccccc1
  6.2 | -3.8 | -5.0 | -5.7 | -3.4 | 0.5 | 6.1
40	Cc1cc(C)c(Cn2c(=O)[nH][nH]c2=O)cc1Cn1c(=O)[nH][nH]c1=O
  1.7 | 3.1 | 10.8 | / | 1.5 | 5.9 | -0.5
41	CCOc1ccc(OCCC(=O)OCC(=O)Nc2cc(S(=O)(=O)N3CCOCC3)ccc2OC)cc1
  -13.2 | 0.4 | 0.5 | -2.2 | -5.4 | -4.5 | -6.9
42	CCN(CC(=O)Nc1c(F)cccc1F)C(=O)CCCc1cccs1
  -2.3 | -5.9 | -2.2 | -0.2 | 2.3 | -1.1 | -11.7
43	O=C(c1ccc2c(=O)n(Cc3ccc(Cl)cc3)c(=S)[nH]c2c1)N1CCCC1
  17.4 | -1.7 | 2.7 | 3.1 | 16.9 | 2.5 | -6.3
44	CSC(C1CCCC1)n1nnc2ccccc21 (stereo not drawn)
  0.8 | 24.1 | -1.4 | -2.7 | -3.1 | -10.6 | 1.9
45	O=C(NCCSc1ncc(-c2ccccc2)[nH]1)c1ccco1
  / | -36.4 | -3.0 | -0.4 | / | -2.3 | -0.2
46	O=C(/C=C/c1ccco1)Nc1ccc(S(=O)(=O)N2CCOCC2)cc1
  22.0 | 19.8 | -2.7 | -2.6 | -7.7 | 3.3 | -10.0
47	O=C(C1CCC1)N1CCN(c2ccc(Cl)cc2)CC1
  -0.1 | 26.3 | -0.1 | -5.3 | 0.5 | -1.0 | -1.7
48	COc1ccc(NS(=O)(=O)c2cccc(NC(=O)COc3ccccc3[N+](=O)[O-])c2)cc1
  -2.7 | 9.4 | -1.7 | 1.9 | 10.6 | 1.9 | 6.4
49	O=C(Nc1ccc(-c2nc3ccccc3o2)cc1)c1cccnc1
  -89.6 | / | / | / | 50.1* | / | -12.3
50	O=C(Nc1cccnc1)c1cc(-c2ccc(Cl)cc2Cl)on1
  -12.4 | -31.6 | 1.2 | -5.7 | -1.5 | / | -6.7
51	COCCN(C(=O)COC(=O)C12CC3CC(CC(O)(C3)C1)C2)c1c(N)n(Cc2ccccc2)c(=O)[nH]c1=O
  -8.7 | 3.8 | -3.2 | / | -1.4 | 1.0 | -1.5
52	COc1cccc(CC(=O)OCC(=O)NC2(C#N)CCCC2)c1
  0.8 | 2.4 | -5.9 | -1.8 | 11.7 | -2.2 | 1.6
53	COc1ccc2c3c(n(C)c2c1)[C@@H](CO)NCC31CN(Cc2ccccc2Cl)C1
  / | 27.8 | 2.4 | -0.4 | / | -2.9 | 3.4
54	O=[N+]([O-])c1ccc(Cl)c(/C=N/n2c(COc3ccccc3)n[nH]c2=S)c1
  5.3 | -15.1 | 6.9 | 2.1 | -2.7 | -1.6 | 2.5
55	COc1ccc(NC(=O)N(C)C[C@@H]2Oc3c(NC(=O)c4cnccn4)cccc3C(=O)N([C@@H](C)CO)C[C@@H]2C)cc1
  -13.8 | 7.9 | 7.4 | -2.1 | -3.2 | -0.1 | /
56	CCOc1cccc(C=NCCc2ccc(OC)c(OC)c2)c1O
  0.3 | 9.4 | 1.1 | 0.7 | 0.7 | -1.4 | -0.4
57	Cc1cccc(C)c1OCC(=O)Nc1ccc(S(=O)(=O)Nc2ccccn2)cc1
  / | 3.6 | -2.8 | -0.3 | / | -1.4 | -3.2
58	O=C(COC(=O)c1ccccc1Br)NC1CCCCCCC1
  / | -69.8 | -14.6 | -2.0 | / | 0.1 | 0.1
59	COc1ccc2cc[nH]c2c1
  10.0 | -16.2 | -3.6 | -1.1 | 0.8 | 1.1 | -21.5
60	O=C(Cn1nc(-c2ccccc2Cl)ccc1=O)Nc1ccc(Br)cc1
  / | 2.7 | -21.3 | -5.1 | / | 0.4 | -6.5

Record cards, as listed above.
Results for `O=C(NCCSc1ncc(-c2ccccc2)[nH]1)c1ccco1` : C2C12 statin: /; LGR2 inh: -36.4; S100A4 MyoIIA: -3.0; SIRT5 block: -0.4; esBAF inh: /; Casp6 inh: -2.3; FN deposit inh: -0.2
Results for `Cc1cc(C)c(Cn2c(=O)[nH][nH]c2=O)cc1Cn1c(=O)[nH][nH]c1=O` : C2C12 statin: 1.7; LGR2 inh: 3.1; S100A4 MyoIIA: 10.8; SIRT5 block: /; esBAF inh: 1.5; Casp6 inh: 5.9; FN deposit inh: -0.5

Reprinted at random: three compounds from above
Results follow in this order: C2C12 statin | LGR2 inh | S100A4 MyoIIA | SIRT5 block | esBAF inh | Casp6 inh | FN deposit inh
55	COc1ccc(NC(=O)N(C)C[C@@H]2Oc3c(NC(=O)c4cnccn4)cccc3C(=O)N([C@@H](C)CO)C[C@@H]2C)cc1
  -13.8 | 7.9 | 7.4 | -2.1 | -3.2 | -0.1 | /
33	Cc1ccccc1NC(=O)C(=Cc1ccc(C(=O)O)cc1)C(=O)Nc1ccccc1C
  / | 26.7 | -2.4 | 0.1 | / | 8.5 | /
40	Cc1cc(C)c(Cn2c(=O)[nH][nH]c2=O)cc1Cn1c(=O)[nH][nH]c1=O
  1.7 | 3.1 | 10.8 | / | 1.5 | 5.9 | -0.5

Screening results from PubChem.
